# Assay outcomes: PubChem, National Center for Advancing Translational Sciences (NCATS)
# aGal spleen mod: alpha-galactosidase A (human) modulation. 240,000 compounds, 0.008% hits. human spleen homogenate, 4MU-alpha-Gal fluorescence, 40 min. AID 2107. Potency, µM (doses to about 80 µM), for the others: at the highest dose activity change, negative = inhibition, most hits filed as inhibitors;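 also: 0% = enzyme with vehicle and -100% = no enzyme basal signal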
#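 Human spleen homogenate (1 ug) was the enzyme source, with 4-methylumbelliferyl-alpha-D-galactopyranoside (1 mM final) in pH 5.0 citrate buffer with 0.01% Tween-20. Compounds were titrated; after 40 min at 37C, NaOH/glycine stop, 4-MU fluorescence read; AC50 from Hill fits.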
# Tau fibril ThT: tau fibrillization inhibition (ThT binding); P10636; recombinant tau K18 P301L, heparin-induced fibrillization, ThT fluorescence; Potency, µM (top dose mostly 57.4 µM), inactives show at the highest dose activity, negative = inhibition, most hits filed as inhibitors; 270,000 compounds, 2.1% hits; also: nearly all actives have a fitted effect of over 55% in size
# Target sequence (P10636 561-689 P618L limits assumed): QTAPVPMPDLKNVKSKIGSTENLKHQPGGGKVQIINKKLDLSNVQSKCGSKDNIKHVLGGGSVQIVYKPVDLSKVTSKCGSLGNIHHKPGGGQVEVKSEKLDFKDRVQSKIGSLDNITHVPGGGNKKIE
#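 Recombinant human tau K18 fragment […] carrying P301L, 15 uM unlabeled plus 0.24 uM Alexa 594-labeled, was fibrillized with 20 uM heparin in 100 mM sodium acetate pH 7 for 6 hr at 37 C; 30 uM ThT fluorescence read after 1 hr.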
# L3MBTL1 block: blocks human L3MBTL1 | Q9Y468 | AlphaScreen L3MBTL1–H3K9me1 peptide binding | Potency, µM (top dose mostly 57.1 µM), for inactives: at the top dose activity, negative = inhibition, hits mostly inhibitors | 230,000 compounds, 0.66% hits; also: nearly all actives have a fitted effect of over 60% in size
# Target sequence (Q9Y468 whole entry, looked up): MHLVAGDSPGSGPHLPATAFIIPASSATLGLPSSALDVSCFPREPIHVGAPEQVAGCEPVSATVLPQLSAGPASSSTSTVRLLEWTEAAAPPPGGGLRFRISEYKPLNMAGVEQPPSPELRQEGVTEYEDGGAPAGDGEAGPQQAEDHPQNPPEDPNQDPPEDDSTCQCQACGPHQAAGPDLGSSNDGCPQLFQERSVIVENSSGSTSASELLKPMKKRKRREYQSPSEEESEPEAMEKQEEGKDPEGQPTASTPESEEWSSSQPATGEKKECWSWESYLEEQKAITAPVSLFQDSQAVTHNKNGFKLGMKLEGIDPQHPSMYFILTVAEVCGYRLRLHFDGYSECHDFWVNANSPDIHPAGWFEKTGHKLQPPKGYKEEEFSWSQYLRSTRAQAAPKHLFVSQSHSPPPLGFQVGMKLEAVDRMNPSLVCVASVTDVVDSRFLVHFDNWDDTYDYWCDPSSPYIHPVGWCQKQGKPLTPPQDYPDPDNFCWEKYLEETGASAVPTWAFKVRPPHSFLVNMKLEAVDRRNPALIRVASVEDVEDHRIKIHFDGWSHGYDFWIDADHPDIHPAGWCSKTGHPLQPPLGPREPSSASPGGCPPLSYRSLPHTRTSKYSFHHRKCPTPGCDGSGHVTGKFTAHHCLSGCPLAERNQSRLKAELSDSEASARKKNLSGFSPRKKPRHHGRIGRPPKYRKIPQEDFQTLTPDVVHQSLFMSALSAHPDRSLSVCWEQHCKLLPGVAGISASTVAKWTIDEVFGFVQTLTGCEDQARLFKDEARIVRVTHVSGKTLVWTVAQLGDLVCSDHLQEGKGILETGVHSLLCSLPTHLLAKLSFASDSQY
#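 L3MBTL1 50 nM + b-AHA-H3(1-15)K9me1 75 nM, 30 min RT; compound added, 30 min RT; streptavidin donor/Ni-chelate acceptor beads 10 ug/mL each final, 30 min RT dark; AlphaScreen read.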
# Tau fluor cs: counter-screen for tau fibril formation inhibitors; tau K18 P301L Alexa594 fluorescence, heparin fibrillization; Potency, µM (series often up to 57.7 µM), without a hit: top-dose activity change, negative = decrease; 280,000 compounds, 0.93% hits; AID 1463; also: nearly all actives have a fitted effect of over 55% in size
#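 Human tau K18 P301L (15 uM unlabeled, 0.24 uM Alexa 594-labeled) in 100 mM sodium acetate pH 7 with 20 uM heparin, 6 hr at 37 C. ThT 30 uM added, 1 hr ambient; Alexa 594 FP and total fluorescence read at 555/632 nm.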
# ALDH1A1 inh: blocks purified human ALDH1A1 activity; P00352; Purified ALDH1A1, NADH fluorescence, propionaldehyde substrate; Potency, µM (series often up to 75.3 µM), inactives show top-dose activity, negative = inhibition, most hits filed as inhibitors; 220,000 compounds, 7.3% hits; active = well fitted inhibition curve with a large enough effect, not every such curve was filed as active; inconclusive = small, poorly fitted or top-dose-only effect, or another doubt; inactive = no such curve, though single readings can be large or run the other way;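 also: plate controls were no enzyme wells and a reference inhibitor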
# TRb-SRC2 inh: TRbeta-SRC2 interaction inhibition; P10828; TRbeta-SRC2 peptide binding, fluorescence polarization; receptor liganded with 1 µM T3; Potency, µM (doses to about 106 µM), without a hit: top-dose activity change, negative = inhibition, hits mostly inhibitors; 280,000 compounds, 0.065% hits; AID 1469;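 also: plate controls were bound peptide for no effect and peptide without receptor for full effect; nearly all actives have a fitted effect of over 50% in size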
#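 Decrease in fluorescence polarization of 20 nM Texas Red SRC2 coactivator peptide flagged inhibition of its binding to 0.6 uM TRb LBD; 1 uM T3 included, incubation 5 hr, ex 555/em 632 nm.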
# TexasRed fluor: counter-screen for TRb-SRC2 inhibitors: fluorescence interference. Potency, µM (highest dose often 106 µM), inactives show at the top dose fluorescence change, negative = quenching. 280,000 compounds, 0.29% hits. AID 1479. TRb/SRC2 Texas Red total fluorescence interference; active = well fitted curve in either direction with a large enough effect; inconclusive = small, poorly fitted or top-dose-only effect
#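 Human TRb ligand-binding domain at 0.6 uM with 20 nM Texas Red SRC2 peptide in Tris buffer containing 1 uM T3 and 5% DMSO, incubated with compound 5 h at ambient temperature. Total fluorescence (555/632 nm) calculated as parallel + 2 × perpendicular.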
# Tau fibril FP: inhibitors of human tau fibril formation; P10636; 280,000 compounds, 0.39% hits; AID 1468; Potency, µM (top dose mostly 57.7 µM), for inactives: at the highest dose activity, negative = inhibition, hits mostly inhibitors; K18 P301L tau heparin fibrillization, Alexa594 FP, 6 h; also: nearly all actives have a fitted effect of over 55% in size
#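 Heparin (20 uM) drove fibril formation of recombinant tau K18 P301L, 15 uM unlabeled with 0.24 uM Alexa 594 label, for 6 hr at 37 C in 100 mM sodium acetate pH 7. Fluorescence polarization (555/632 nm) read 1 hr after 30 uM ThT.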
# Numbers without * were called inactive; ? = inconclusive; . = no result given; & = joins results of further samples; [ ] = another dose, or the depositor's remark. Unless noted, calls follow the shape of the dose curve; as a rule, active = well fitted curve in the direction sought with a large enough effect; inconclusive = small, poorly fitted or top-dose-only effect, or another doubt; inactive = no such curve, though single readings can be large; an effect the other way counts as inactive or inconclusive. Unless noted, % is scaled to controls: 0 for no effect and ±100 for the full control effect; potency is read from the fitted curve at half-maximal effect.
cpd	Molecule	aGal spleen mod	Tau fibril ThT	L3MBTL1 block	Tau fluor cs	ALDH1A1 inh	TRb-SRC2 inh	TexasRed fluor	Tau fibril FP
1	CCCCn1c(-c2ccccc2)cnc1SCC(=O)NCCc1ccc(OC)c(OC)c1	0%	-22%	-18%	-13%	-9%	0%	1%	1%
2	Cc1ccc(-n2c(Cc3ccccc3)n[nH]c2=S)c(C)c1	0%	-7%	-3%[11.4 µM]	-6%	5%	-3%	-6%	3%
3	Cc1cccc(-c2nnc(SCc3nc4ccccc4[nH]3)n2Cc2ccco2)c1	7%	-6%	-1%	-5%	16%	3%	-3%	-4%
4	O=C(CSCc1c[nH]c(=O)[nH]c1=O)OCC(=O)c1ccc(Br)cc1	-8%	-10%	-1%	1%	4%	2%	-1%	-1%
5	Cc1ccc(Nc2nc(CSc3nnnn3-c3ccccc3)cc(=O)[nH]2)cc1	0%	-3%	.	?	22µM*	-2%	-5%	?
6	COc1cc(NC(=O)c2nc3cc(C)c(C)cc3n(C)c2=O)cc(OC)c1OC	.	?	.	-4%	.	-8%	0%	1%
7	Cc1onc(-c2c(Cl)cccc2Cl)c1C(=O)NN1CCCCCC1	5%	-11%	2%	-17%	13%	0%	0%	-3%
8	COc1ccc(-c2nnc(OCc3nc4ccccc4n3C)c3ccccc23)cc1	-1%	?	0%	-8%	-6%	0%	-1%	6%
9	O=C(O)CCCNc1n[nH]c(=O)[nH]c1=O	-5%	6%	-2%	5%	-6%	-9%	-3%	-4%
10	Cn1nnnc1SCCNCc1cc(Br)ccc1OCc1ccccc1Cl	.	-21%	.	-25%	.	-1%	1%	2%
11	CCCCn1c(SCC(=O)N(C)C)nnc1-c1ccncc1	-6%	5%	29%	6%	-5%	-3%	0%	3%
12	O=C(N/N=C/C1CC2C=CC1C2)c1ccccc1O (centres undefined)	3%	-3%	11%	-3%	.	-6%	0%	5%
13	O=C(c1ccco1)N1C(=O)c2cccc3cccc1c23	-3%	-11%	4%	-13%	?	-2%	-4%	-9%
14	O=C(NCc1cccs1)c1ccc2c(c1)sc1nc(-c3ccc(F)cc3)cn12	.	?	.	-15%	.	-10%	-4%	-2%
15	COc1cccc(C(=O)/C=C/c2ccc(SC)cc2)c1	-2%	?	-3%	-2%	16µM*	-3%	-7%	16%
16	COc1ccc2[nH]c(C)c(CCNC(=S)Nc3ccc(F)cc3)c2c1	14%	-18%	.	?	-4%	-2%	-3%	?
17	CC(C)C(=O)Nc1ccc(C(=O)N2CCN(C(=O)c3ccco3)CC2)cc1	-8%	1%	.	-2%	-20%	0%	1%	-2%
18	CCc1cccc(C)c1NC(=O)C1CCN(C(=O)c2ccc([N+](=O)[O-])cc2)CC1	-10%	-9%	1%	-4%	2%	0%	0%	-3%
19	CCCCN(CCCC)CCNC(=O)c1cn(C)c2ccc(S(=O)(=O)N3CCOCC3)cc2c1=O	.	-5%	.	-11%	.	4%	-1%	-10%
20	CSC(=N/N=C(\N)c1cnccn1)SC	1%	-10%	-6%	2%	6%	0%	-8%	6%
21	C=CCn1cnc2c(nnn2-c2ccc(C)c(Cl)c2)c1=O	0%	1%	-9%	-7%	?	3%	0%	-6%
22	COc1cccc(C(=O)Oc2cc(C)[nH]c(=O)c2[N+](=O)[O-])c1	0%	-7%	.	-4%	11%	3%	-1%	-5%
23	CC(C)(C)C(=O)Nc1nc(-c2ccc3c(c2)OCO3)cs1	-19%	?	.	-27%	-1%	10%	1%	-5%
24	CC(=O)Nc1cccc(NC(=S)Nc2cccc(Cl)c2Cl)c1	6%	-7%	1%	-6%	?	-5%	-1%	-12%
25	CC(=O)Nc1ccc(S(=O)(=O)N2CCN(c3ccccn3)CC2)cc1	10%	-4%	.	-3%	11%	5%	2%	0%
26	Cc1cc(C)c(C#N)c(SCC(=O)c2ccc(Cl)cc2Cl)n1	3%	-20%	23%	?	-7%	7%	3%	-8%
27	CC(C)C(=O)N(c1cc2sc(=O)oc2c2ccccc12)S(=O)(=O)c1cccs1	0%	16µM*	.	?	-8%	-5%	0%	?
28	CSc1ccc(CCNC(=O)c2ccc(-c3nc(COc4ccc(C)cc4)c(C)o3)cc2)cc1	.	-6%	.	0%	.	0%	1%	?
29	COc1cc(/C=N/NC(=O)NC2CCCCC2)ccc1O	-3%	0%	-7%	-2%	.	-3%	-6%	1%
30	CS(=O)(=O)Nc1cccc(-c2nc(Nc3ccc(F)cc3)c3ccccc3n2)c1	5%	13%	.	?	?	29%	1%	?
31	COc1cc(NC(C)CCCN)c2ncccc2c1 (centres undefined)	-8%	-11%	-10%	-15%	-3%	2%	-1%	0%
32	CCCCN(CC)C(=S)Nc1ccc2nc(N3CCN(C)CC3)cc(C)c2c1	17%	?	.	?	?	2%	-1%	2%
33	COc1ccc(CNC(=O)CCc2c(C)c3ccc(OC)c(C)c3oc2=O)cc1OC	.	-10%	.	-10%	.	4%	-7%	-7%
34	COc1ccc(C/C(C)=N/NS(=O)(=O)c2ccc(Br)cc2)cc1	3%	-10%	.	-22%	2.8µM*	-2%	2%	-8%
35	CCN(CC)CCNC(=O)c1cccc(NC(=O)C(=O)c2cc(Br)ccc2NC(C)=O)c1	5%	-5%	-6%	-5%	4%	-2%	-5%	-9%
36	C[C@H](Nc1ncnc2sc3c(c12)CCC3)C(=O)O	0%	-1%	0%	-1%	8%	3%	-4%	-3%
37	CCCCN(CC)CCCNC(=O)CN1C(=O)CSc2ccc(S(=O)(=O)N3CCOCC3)cc21	-13%	-11%&2%	.	-7%&-5%	8%	-3%&-4%	0%&-1%	2%&-1%
38	COc1ccc(C(CNC(=O)COc2cc(C)c(Cl)c(C)c2)N2CCCCC2)cc1 (centres undefined)	.	-6%	.	-1%	.	-8%	-1%	-1%
39	COc1ccc(CCNC(=O)Cc2cc(=O)[nH]c(=O)[nH]2)cc1OC	1%	-11%	.	0%	6%	-2%	0%	9%
40	CC1CC(N(C(=O)c2ccco2)c2ccccc2)c2ccccc2N1 (centres undefined)	-6%	-14%	.	-13%	4%	-7%	-8%	7%

# Reprinted at random: 2 compounds from above.
cpd	Molecule	aGal spleen mod	Tau fibril ThT	L3MBTL1 block	Tau fluor cs	ALDH1A1 inh	TRb-SRC2 inh	TexasRed fluor	Tau fibril FP
35	CCN(CC)CCNC(=O)c1cccc(NC(=O)C(=O)c2cc(Br)ccc2NC(C)=O)c1	5%	-5%	-6%	-5%	4%	-2%	-5%	-9%
17	CC(C)C(=O)Nc1ccc(C(=O)N2CCN(C(=O)c3ccco3)CC2)cc1	-8%	1%	.	-2%	-20%	0%	1%	-2%

# Continuation.
cpd	Molecule	aGal spleen mod	Tau fibril ThT	L3MBTL1 block	Tau fluor cs	ALDH1A1 inh	TRb-SRC2 inh	TexasRed fluor	Tau fibril FP
41	CCNc1nc(NC(C)C)nc(N(C#N)C(C)C(=O)N(C)C)n1 (centres undefined)	9%	9%	25%	13%	-6%	-4%	-9%	3%
42	COc1cccc(C2C(C(=O)Nc3ccc(Cl)cc3)=C(C)Nc3c(C(=O)Nc4ccccc4)cnn32)c1OC (centres undefined)	.	-3%	.	-21%	.	-4%	?	?
43	COCC(=O)N(Cc1cc2cc(OC)ccc2[nH]c1=O)c1ccc(C)cc1	12%	-6%	-6%	-2%	?	-8%	-3%	-9%
44	COc1ccc(OC)c(S(=O)(=O)n2cccn2)c1	2%	2%	4%	-2%	7%	3%	0%	5%
45	COC(=O)c1cc(NC(=O)c2cc3sccc3n2Cc2ccc(Cl)cc2)cc(C(=O)OC)c1	.	4%	.	-27%	.	-1%	0%	?
46	Nc1nc(N)nc(-c2ccc(Cl)cc2)n1	2%	-8%	.	-7%	14%	-5%	0%	1%
47	COc1ccc(CCNC(=O)CNS(=O)(=O)c2cccs2)cc1OC	-8%	-5%	.	-4%	8%	-2%	3%	7%
48	CCc1ccc(NC(=O)C2CCN(c3cc(C)nc4c(-c5ccc(Cl)cc5)c(C)nn34)CC2)cc1	.	-9%	.	-11%	.	-6%	4%	-2%
49	CCn1c(O)c(/C=C2\C=NN=C2c2ccccc2)sc1=S	-5%	.	.	?	.	-2%	-2%	?
50	Cc1ccccc1C1=Nn2c(nnc2-c2ccco2)SC1	6%	-9%	5%	-11%	.	7%	-2%	-7%
51	Cc1cc(NS(=O)(=O)c2ccc(C3CCCCC3)cc2)no1	-4%	-3%	-2%	5%	12%	-8%	-2%	10%
52	COc1ccc(Cn2c(CO)cnc2SCc2cccc(C)c2)cc1	.	-11%	.	-4%	.	-5%	-1%	1%
53	CCOc1ccc(-c2cc(C(=O)Nc3ccc4c(c3)OCCO4)c3ccccc3n2)cc1	-6%	-8%	-1%	?	13%	-1%	-2%	-15%
54	O=C(OCn1nnc2ccccc2c1=O)C1COc2ccccc2O1 (centres undefined)	-5%	-11%	4%	-6%	-7%	2%	-4%	-5%
55	FC(F)(F)c1nc(SCc2ccc(Cl)cc2Cl)n[nH]1	-1%	0%	5%	1%	5%	1%	-2%	6%
56	N#CC1=C2SCN(Cc3ccco3)CN2C(=O)CC1c1cccc2ccccc12 (centres undefined)	-19%	18µM*	-5%	-18%	?	-3%	2%	?
57	CC1CCN(S(=O)(=O)c2ccc3c(c2)CCN3)CC1	.	7%	.	-5%	.	-8%	2%	-2%
58	COc1cc(OC)cc(C(=O)NCc2n[nH]c(=S)n2-c2ccccc2)c1	-4%	-4%	45%[activator]	-7%	-1%	-9%	-4%	-9%
59	COc1ccc(Cc2nc(C(=O)Nc3ccccc3)cs2)cc1	0%	?	.	-19%	-12%	5%	-2%	-1%
60	O=C(NCc1cc(Br)cc(Br)c1OC(=O)c1ccccc1[N+](=O)[O-])c1ccccc1	-6%	-13%	-12%	?	-6%	2%	-1%	10%
61	O=C(CN(Cc1ccccc1)C(=O)c1ccc2c(c1)OCCO2)NCc1ccc2c(c1)OCO2	6%	-17%	-5%	-12%	0.63µM*	-10%	2%	0%
62	C=C(C)CN(CC)C(=O)CSc1nc(O)cc(=O)n1C1CCCC1	-5%	?	-2%	-8%	10%	-7%	-1%	-6%
63	Cc1ccc(NC(=O)CCn2cccn2)c(C)c1	.	0%	.	-1%	.	4%	1%	1%
